OPRM1-OPRD1 ag: OPRM1-OPRD1 heterodimerization agonism; P35372+P41143; cells, luminescence; activation, % at 9.3 µM; actives 0.3% (n = 340,000); AID 504326; in the data active = activation above about 18%;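 note: 0% = vehicle-treated cells and 100% = reference agonist; values of inactives mirror those of a sister screen read the other way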
RTF Ca sens act: cardiac RTF calcium sensitization | P19429+P45379 | IANBD-labeled TnC RTF fluorescence at EC20 calcium; 0% EC20 calcium, 100% full calcium | activation, % at 7.2 µM | actives 0.24% (n = 340,000);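 active = activation above the mean over all tested compounds plus 3 SD, cut at about 30% in these data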;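 note: rise in fluorescence read as greater calcium sensitivity of cardiac thin filaments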
RTF Ca sens inh: cardiac RTF calcium desensitization; IANBD-labeled cardiac RTF, Ca2+ fluorescence; inhibition, % at 7.15 µM; actives 0.12% (n = 340,000); AID 493244;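 active = inhibition above the mean inhibition of all tested compounds plus 3 SD, cut at about 17% in these data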;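 note: assay run at fixed EC70 calcium of 1.6 mM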
Keap1-Nrf2 PPI: Keap1-Nrf2 (human) interaction inhibition; inhibition, % at 9.4 µM; actives 0.15% (n = 340,000); Keap1 Kelch-Nrf2 peptide fluorescence polarization, 1536-well; in the data active = inhibition above about 12%;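 note: human Keap1 Kelch domain with fluorescein labeled Nrf2 9mer peptide probe; 0% = neutral control wells and 100% = peptide positive control; higher means more block of Keap1 binding to Nrf2 peptide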
MOR-DOR inv ag: mu-delta opioid heterodimer inverse agonism | P35372+P41143 | cell-based MOR-DOR heterodimer luminescence | inhibition, % at 9.3 µM | actives 0.21% (n = 340,000) | AID 504357; in the data active = inhibition above about 22%, passing the limit was not always enough;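 note: 0% = cells with DMSO and 100% = wells without cells with DMSO; values of inactives mirror those of a sister screen read the other way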
Wnt bcat act: activators of Wnt/beta-catenin signaling; Wnt/beta-catenin reporter cell assay, activator, plate reader; activation, % at 9.35 µM; actives 1.2% (n = 300,000); in the data active = activation above about 30%, passing the limit was not always enough;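 note: 0% = neutral control wells and 100% = positive control wells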
V-ATPase pHluor: yeast V-ATPase proton transport regulation by pHLuorin; S. cerevisiae, pHLuorin cytosolic pH fluorescence; response, % at 10 µM; actives 0.37% (n = 350,000); in the data active = response mostly above about 7.3%, no sharp cut-off; inactive = mostly below about 5.4%; note: actives read high; inactives centre near 0; some compounds called inactive have numbers as strong as hits; reference of the scale not given here
LANA DNA inh: blocks KSHV LANA C-terminal domain binding to DNA | MBP-C-LANA/FAM-LBS DNA binding, fluorescence polarization | inhibition, % at 9 µM | actives 0.078% (n = 340,000);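 active = highest replicate inhibition at or above 60% at 9 µM, even if other replicates fall short; inactive = all replicates below 60% inhibition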;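 note: 0% = neutral control wells and 100% = 4 µM acridine orange control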
Arrestin-AP2 inh: blocks beta-arrestin peptide binding to AP2 adaptin | AID 504490 | actives 0.31% (n = 340,000) | inhibition, % at 10 µM | FITC-arrestin peptide / GST-AP2 beads, flow cytometry; AP2 beta2 appendage carries R879A mutation;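 active = inhibition above a set limit, near 3 SD of compounds lacking own fluorescence, cut at about 54% in these data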;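 note: plate controls were DMSO wells for no effect and 5 µM unlabelled arrestin peptide for full effect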
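System: GST-tagged AP2 beta2-adaptin appendage (R879A) on 4 µm glutathione beads / Reagent: FITC-arrestin peptide, 50 nM / Detection: HyperCyt-sampled flow cytometry, FL1 channel, ex 488/em 535 nm / Timing: 12 min plus 1 h, RT / Buffer or medium: PBS plus Tween 20 (0.05%) and BSA (0.1%)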
Pemphigus Ab inh: inhibitors of pemphigus antibody binding to human desmoglein-3. P32926. binding (percent of control), % at 10 µM. actives 0.48% (n = 310,000). DSG3-coupled beads, scFv-anti-DSG3-GFP binding, flow cytometry; hits give low values;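 active = binding more than 3 SD below its plate's average and above zero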;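 note: hits lower antibody fragment binding to DSG3; some compounds called inactive have numbers as strong as hits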
Target sequence (P32926 whole entry, looked up, the tested form may be a part): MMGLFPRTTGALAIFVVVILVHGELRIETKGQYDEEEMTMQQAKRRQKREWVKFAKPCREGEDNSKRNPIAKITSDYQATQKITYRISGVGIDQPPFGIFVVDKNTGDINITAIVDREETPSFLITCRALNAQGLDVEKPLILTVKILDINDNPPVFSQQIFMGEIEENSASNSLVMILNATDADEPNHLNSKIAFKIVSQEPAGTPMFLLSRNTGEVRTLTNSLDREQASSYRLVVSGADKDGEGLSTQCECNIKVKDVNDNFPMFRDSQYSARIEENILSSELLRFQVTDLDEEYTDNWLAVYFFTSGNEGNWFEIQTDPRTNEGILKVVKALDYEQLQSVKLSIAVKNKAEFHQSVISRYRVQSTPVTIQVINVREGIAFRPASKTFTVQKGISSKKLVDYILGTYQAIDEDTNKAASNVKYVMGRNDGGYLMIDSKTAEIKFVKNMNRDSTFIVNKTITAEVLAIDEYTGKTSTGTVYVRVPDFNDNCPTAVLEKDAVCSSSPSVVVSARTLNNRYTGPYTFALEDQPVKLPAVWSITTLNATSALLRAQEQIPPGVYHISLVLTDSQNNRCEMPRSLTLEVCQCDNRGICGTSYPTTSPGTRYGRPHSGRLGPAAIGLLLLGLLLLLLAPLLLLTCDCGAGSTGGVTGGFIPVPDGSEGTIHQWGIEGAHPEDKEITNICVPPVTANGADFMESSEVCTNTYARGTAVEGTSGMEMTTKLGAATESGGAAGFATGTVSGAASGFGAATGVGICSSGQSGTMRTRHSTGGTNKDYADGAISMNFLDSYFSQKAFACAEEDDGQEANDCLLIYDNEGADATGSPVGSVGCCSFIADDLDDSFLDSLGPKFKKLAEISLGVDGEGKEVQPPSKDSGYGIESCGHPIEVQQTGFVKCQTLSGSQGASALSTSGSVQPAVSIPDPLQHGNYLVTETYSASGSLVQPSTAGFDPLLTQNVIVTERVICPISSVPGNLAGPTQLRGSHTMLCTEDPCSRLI
* marks the source's active call; other numbers are inactive results; x = not tested or not shown. No enrichment for hits. Share with any hit: about 3.1%.

SMILES	OPRM1-OPRD1 ag	RTF Ca sens act	RTF Ca sens inh	Keap1-Nrf2 PPI	MOR-DOR inv ag	Wnt bcat act	V-ATPase pHluor	LANA DNA inh	Arrestin-AP2 inh	Pemphigus Ab inh
CC1CCCCC1NC(=O)C1CC(=O)N(Cc2ccccc2)C1 (centres undefined)	-1.6	-3.7	-7.0	4.1	11.0	-0.3	-2.0	-1.6	-17.7	100.8
CC(C)CCCN1CCN=C1N(C)C	-4.0	-0.8	-22.3	4.0	18.4	-0.2	-3.4	-0.4	12.7	94.1
COc1cccc(N2CCN(C(=O)CN3C(=O)NC(C)(c4ccc5ccccc5c4)C3=O)CC2)c1 (centres undefined)	0.1	-2.9	-11.3	-3.5	-0.8	-5.2	-1.4	-0.1	-6.5	100.8
Oc1cccc(C2c3[nH]c4ccccc4c3CCN2Cc2ccc3c(c2)CCO3)c1 (centres undefined)	14.3	-3.1	4.3	-3.0	-71.5	-0.7	-1.3	-1.4	37.2	108.5
CC(=O)c1cccc(NC(=S)NCCCCc2ccccc2)c1	-2.0	3.8	-11.5	-1.3	10.4	-2.1	-3.9	-1.8	16.3	96.0
Cc1cc(C)c(C(=O)N2CCCC(Nc3ccc(C)c(C)c3)C2)o1 (centres undefined)	-0.1	-2.5	-1.6	4.6	0.3	-1.4	2.4	-1.1	-4.3	101.7
Cc1ccc(S(=O)(=O)N(C)CC(=O)Nc2cccc3c2CCCC3)cc1	-1.6	5.7	-5.4	-1.2	9.2	x	1.6	-0.2	10.2	110.0
CCOC(=O)c1ccc(-c2nnc(-c3ccc(Cl)cc3Cl)o2)cc1	-2.7	-3.1	0.0	-2.4	12.4	x	8.2	1.1	-1.3	92.9*
COc1cc(N=Cc2c(O)c3ccccc3oc2=O)c(OC)cc1Cl	1.4	15.3	-5.3	-4.9	-6.8	-0.5	-52.0	0.4	-5.3	98.0
CCn1c(-c2c[nH]c3ccccc23)n[nH]c1=S	-0.5	3.1	-7.9	-2.4	2.9	-6.2	-0.1	-0.1	-8.0	104.7
COc1ccccc1N(CC(=O)NCC1CCCO1)C(=O)CCC(=O)Nc1cc(C)on1 (centres undefined)	-1.4	-2.0	4.5	-2.9	7.2	-0.1	-5.0	-0.6	9.5	105.7
COc1ccc(CCNC(=O)COC(=O)C23CC4CC(CC(Br)(C4)C2)C3)cc1	1.0	1.9	3.6	-1.8	-5.1	-0.3	2.4	-0.2	-26.1	102.0
Cc1ccc2c(CC(=O)N3CCc4ccccc43)coc2c1	1.4	-3.1	-11.9	-5.1	-7.1	x	-2.0	-0.3	-2.2	111.5
O=C(CCn1c(=O)oc2ccccc21)N1CCN(c2ccc(F)cc2)CC1	-0.8	-3.5	-1.7	3.1	5.0	-2.7	-1.5	2.9	15.5	101.0
CCOC(=O)C(/C=C(\C#N)C(=O)OCC)=C(/N)N1CCN(c2ccc(Cl)cc2)CC1	-1.2	2.0	-5.4	1.5	6.0	x	0.7	0.6	16.5	103.2
O=C1c2cccc3c([N+](=O)[O-])ccc(c23)C(=O)N1CCc1ccccn1	-2.2	4.1	-4.4	-1.9	11.2	0.7	-34.3	-2.6	35.7	110.9
OC1(c2cccc(C(F)(F)F)c2)CCN(c2ncnc3c2[nH]c2ccccc23)CC1	0.9	6.0	-16.1	-3.0	-4.7	-1.7	2.6	0.8	19.0	x
CCCN(CCC)c1nc(C#N)nc(N(CCC)CCC)n1	-2.9	-3.5	-5.5	-0.3	13.7	-0.2	4.3	0.5	11.5	96.1
O=C(COC(=O)C1CC2C=CC1C2)NCc1ccccc1Cl (centres undefined)	-0.9	3.0	-3.2	0.5	5.1	-2.8	-1.7	3.6	-8.6	93.6
O=C(O)CCSc1nc2ccccc2n1-c1ccccc1	-2.9	-2.9	-2.3	-6.9	16.2	0.7	0.5	6.6	10.5	89.8
Cc1ccc(NC(=O)CN(C)Cc2cc(=O)n3ccsc3n2)cc1	-1.6	3.0	-19.5	-0.1	8.4	2.8	1.1	0.4	-7.3	115.8
CC(C)NC(=O)c1onc(CSc2ccc(Cl)cc2)c1C(=O)O	-0.3	-6.7	-9.9	-1.6	2.0	-1.9	0.9	2.3	7.8	94.0
CC(C)C(=O)NC(c1cccc([N+](=O)[O-])c1)c1ccc2cccnc2c1O (centres undefined)	-2.8	-3.6	0.6	-2.9	13.8	-2.0	0.5	9.8	-7.6	119.1
Cc1ccc(-n2nnnc2SCC(=O)N(CC(C)C)c2c(N)n(CC(C)C)c(=O)[nH]c2=O)cc1	-2.4	-1.5	-1.5	-0.9	11.5	-0.2	3.4	0.7	0.5	111.3
COc1ccccc1NC(=O)NCCN1C(=O)C2C3C=CC(C3)C2C1=O (centres undefined)	-3.1	-1.7	-3.7	3.9	15.7	-1.3	-1.0	-0.5	-2.0	103.9
CCCCc1ccc(-c2csc(/C(C#N)=C/c3ccco3)n2)cc1	-1.6	-2.1	-13.6	1.9	8.1	3.0	0.1	-0.7	8.5	85.8
Cc1ccc(C(=O)NC2CCCCNC2=O)cc1 (centres undefined)	-1.3	2.6	-0.8	-1.6	6.8	8.4	-5.5	0.3	-4.8	111.4
CC1(C)C2CC=C(/C=N/NC(=O)C3CC3)C1C2 (centres undefined)	-0.8	2.4	-11.6	-2.7	4.3	-2.2	-0.2	-2.3	3.3	103.1
CCCCN1C(=O)C(=O)NC[C@@H]1C(C)O (some centres undefined)	-1.9	2.4	-15.6	5.3	11.0	-1.1	0.5	-1.1	x	95.5
Cc1ccc(SCC(=O)Nc2ccccc2C(=O)N2CCOCC2)cc1	-2.1	1.4	-7.2	-4.4	11.4	x	-2.4	0.4	-3.9	110.3
CCOc1cccc(-c2c(C(=O)N/N=C/c3ccc(Br)cc3)nnn2-c2nonc2N)c1	-0.3	-3.8	-6.5	-1.4	1.4	-0.7	7.2	0.3	-7.1	x
Cc1ccc(S(=O)(=O)N2CCN(C(=O)CSc3ccc(Cl)cc3)CC2)cc1	1.7	-6.7	3.1	5.3	-11.1	-2.5	1.3	0.1	-5.1	95.2
Cc1ccccc1C(=O)NC(=S)Nc1ccc(S(=O)(=O)N2CCOCC2)cc1	-0.6	-4.0	3.7	-2.0	3.3	-2.1	9.5*	-1.4	-6.2	137.4
COc1ccc(-c2coc3cc(OC4OC(CO)C(O)C(O)C4O)ccc3c2=O)cc1 (centres undefined)	-3.4	-3.4	-4.1	0.2	15.4	41.1*	-2.6	2.2	29.2	94.9
CN(C(=S)NC(=O)C1(C)CC1(Cl)Cl)c1ccccc1 (centres undefined)	-2.4	-0.6	1.1	1.7	11.4	1.6	3.5	-0.3	-10.2	101.8
COc1cc(/C=C2\N=C(C)OC2=O)cc(Cl)c1OC(C)=O	-3.1	9.1	-12.8	1.4	14.0	0.9	1.4	-0.5	-4.0	98.6
COC(=O)[C@@H](NC(=O)N1CCN(C(=O)C2COc3ccccc3O2)CC1)C(C)C (some centres undefined)	-1.6	6.7	-1.0	3.4	7.8	2.8	-3.5	-0.7	-0.3	96.4
Cn1c(C(C(=O)NCC2CCCO2)N(C(=O)Cn2nnc3ccccc32)C2CCCCC2)nc2ccccc21 (centres undefined)	-0.2	0.1	-7.4	0.2	1.2	x	2.1	-0.4	-6.1	98.8
COc1ccc(/C=C/C(=O)c2ccc3c4c(cccc24)CC3)cc1OC	-1.6	3.5	2.8	-3.6	8.0	x	2.9	-3.0	19.1	88.1
Cc1ccc(CCNC(=O)CS(=O)Cc2nc(-c3cccc(C)c3)oc2C)cc1 (centres undefined)	-0.3	0.8	2.9	-3.2	1.6	3.4	3.3	-2.0	-0.8	93.2
Cc1ccc(NS(=O)(=O)c2ccc(C)c(C(=O)N3CCN(C)CC3)c2)cc1	-1.9	-6.7	4.2	-2.1	11.0	x	2.2	1.6	-2.6	105.3
CC(C)c1ccc(NC2CCCN(C(=O)c3cccs3)C2)cc1 (centres undefined)	2.0	4.4	-5.7	-2.6	-10.4	0.8	3.1	1.7	29.6	107.3
O=S(=O)(Cc1ccccc1)NCc1cccnc1	2.1	5.1	-4.8	2.2	-11.6	-1.1	-5.7	0.4	1.7	109.4
COCCNc1nc(SCC(=O)N2CCN(c3ccccc3OC)CC2)nc2ccccc12	-1.3	7.0	-1.4	-0.3	7.1	-3.2	2.0	-3.8	-0.7	104.3
CC(C)(C)NC(=O)Nc1ccc2nccnc2c1	1.5	-0.5	-5.0	1.6	-7.5	x	-1.1	2.0	11.2	104.9
COc1ccccc1-c1cc(C(=O)NC(C)c2ccccc2)no1 (centres undefined)	0.1	0.1	-5.6	1.2	-0.4	x	-0.5	-1.3	-0.1	102.3
CCC1SC2=NC(C)=C(C(=O)OCCOC)C(c3ccc(C(=O)OC)cc3)N2C1=O (centres undefined)	-0.4	10.9	-2.7	-4.0	2.5	x	2.9	0.4	6.9	96.9
Cc1nn(Cc2ccccc2Cl)c(C)c1NC(=O)c1noc(C(C)C)c1[N+](=O)[O-]	-2.4	-3.8	-7.4	-7.2	12.1	-4.4	-3.8	3.5	3.9	106.3
COc1ccc(CNC(=O)C[C@H]2C[C@H](C(=O)N3CCOCC3)[C@@]3(CCC4CCCC4)c4[nH]c5cc(CCC(=O)N(C)C)ccc5c4CCN3C2=O)cc1OC	-2.6	1.0	-10.0	7.0	12.8	-1.2	0.7	2.5	4.8	101.7
O=S(=O)(c1ccccc1F)N1CCN(Cc2nc3ccccc3[nH]2)CC1	-1.0	-0.6	-5.9	-7.2	5.9	x	5.8	-1.9	3.1	103.3
COc1ccc(S(=O)(=O)NCCCN2CCOCC2)c2ccccc12	1.7	-2.5	-4.7	4.1	-10.1	x	-2.9	-1.9	14.4	98.6
CC(C)C(NC(=O)c1ccccc1)C(=O)NC1CCCc2ccccc21 (centres undefined)	-2.1	-2.6	-3.8	-3.5	7.8	-2.5	-2.1	-1.7	-2.9	97.5
COc1ccccc1C(=O)NCC(=O)N=Nc1c(O)n(C(C)C)c2ccccc12	-5.1	-2.4	2.5	2.0	26.6	1.9	-0.7	-1.3	10.3	101.0
COc1ccc(S(=O)(=O)NCCC(=O)NCc2ccccc2)cc1	-1.1	-6.1	-1.9	-0.1	6.2	-2.2	1.2	0.3	3.0	98.8

3 records picked at random from the list so far:
SMILES	OPRM1-OPRD1 ag	RTF Ca sens act	RTF Ca sens inh	Keap1-Nrf2 PPI	MOR-DOR inv ag	Wnt bcat act	V-ATPase pHluor	LANA DNA inh	Arrestin-AP2 inh	Pemphigus Ab inh
O=S(=O)(c1ccccc1F)N1CCN(Cc2nc3ccccc3[nH]2)CC1	-1.0	-0.6	-5.9	-7.2	5.9	x	5.8	-1.9	3.1	103.3
CC(C)C(NC(=O)c1ccccc1)C(=O)NC1CCCc2ccccc21 (centres undefined)	-2.1	-2.6	-3.8	-3.5	7.8	-2.5	-2.1	-1.7	-2.9	97.5
COc1ccc(CNC(=O)C[C@H]2C[C@H](C(=O)N3CCOCC3)[C@@]3(CCC4CCCC4)c4[nH]c5cc(CCC(=O)N(C)C)ccc5c4CCN3C2=O)cc1OC	-2.6	1.0	-10.0	7.0	12.8	-1.2	0.7	2.5	4.8	101.7
